# GRIN3A LBD mod: modulates the human NR3A ligand-binding domain. hit rate 2.5% among 340,000. Tm shift relative to glycine control, % at 25 µM. NR3A LBD differential scanning fluorimetry, Tm shift; 0% = protein alone, 100% = glycine-bound protein;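 active = melting temperature shift of at least 10% of the positive control shift, at one fixed dose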
# MIN6 prolif: induces beta-cell replication in MIN6 cells; MIN6 cells proliferation, ATPlite luminescence, 48 h; cells starved in 0.2% serum; 100% = growth in 10% serum; hit rate 0.29% among 330,000; proliferation, % at 10 µM;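 active = compounds whose signal lies at least 3.5 SD above the mean of all wells on their plate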;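 note: 0% = DMSO-treated cells in low-serum medium and 100% = 10% serum control; some compounds called inactive have numbers as strong as hits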
# NALP3 yeast inh: inhibitors of NALP3 inflammasome in yeast. Yeast reconstituted NLRP3/ASC/caspase-1, beta-gal luminescence, 24 h. inhibition, % at 10 µM. hit rate 0.39% among 330,000. AID 2825;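 active = inhibition of 50% or more; inactive = inhibition below 50%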;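 note: plate controls were induced DMSO wells for no effect and uninduced yeast grown without galactose for full effect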
# APJ agonist: activates the human apelin receptor APJ; P35414; hit rate 0.11% among 330,000; CHO-K1 APJ PathHunter beta-arrestin, luminescence; 0% DMSO wells, 100% apelin; activation, % at 20 µM; AID 2520;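 active = activation more than six SD over the plate average, tested at 20 µM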;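 note: 0% = DMSO alone and 100% = apelin-13 at 10 nM; some results filed as inactive read as strong as hits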
# Target sequence (P35414 whole entry, looked up): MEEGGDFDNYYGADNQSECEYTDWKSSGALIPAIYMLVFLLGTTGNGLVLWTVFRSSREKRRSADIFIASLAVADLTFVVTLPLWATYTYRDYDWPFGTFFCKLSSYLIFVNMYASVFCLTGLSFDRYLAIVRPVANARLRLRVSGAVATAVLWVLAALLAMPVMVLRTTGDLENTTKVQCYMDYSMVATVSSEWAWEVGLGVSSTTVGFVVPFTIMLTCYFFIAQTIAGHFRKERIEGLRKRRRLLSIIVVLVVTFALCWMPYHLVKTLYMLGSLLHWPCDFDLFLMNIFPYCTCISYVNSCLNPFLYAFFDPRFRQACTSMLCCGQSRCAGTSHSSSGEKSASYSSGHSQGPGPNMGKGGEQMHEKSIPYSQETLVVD
#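 Material: CHO-K1 APJ beta-arrestin complementation cell line; Input: cell density 1000 per well; Incubation: compound stimulation 90 min at 25 °C, detection 60 min; Signal: luminescence from split beta-galactosidase complementation, Galacton Star/Emerald II substrate; Controls: DMSO-only wells as negative, 10 nM Apelin-13 as positive control.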
# MPTP inh: permeability transition pore inhibition | hit rate 1.4% among 360,000 | inhibition, % at 10 µM | isolated mouse mitochondria, Ca2+ swelling absorbance, 30 min | AID 602449;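 active = inhibition of 50% or more, scaled per plate between neutral and stimulator controls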;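 note: 0% = DMSO wells given calcium and 100% = 1 mM EGTA wells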
# tim23-1 inh: tim23-1 yeast growth inhibition. S. cerevisiae tim23-1 growth, BacTiter-Glo luminescence, 24 h. inhibition, % at 20 µM. hit rate 1.3% among 330,000. AID 463212;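 active = growth inhibition of the mutant yeast at or above 50%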;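 note: temperature-sensitive mutant grown at 25 °C; plate controls were DMSO-treated mutant yeast for no effect and medium wells lacking yeast for full effect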
# APJ antag: APJ receptor antagonism. P35414. CHO-K1 APJ beta-arrestin complementation, luminescence. inhibition, % at 20 µM. hit rate 0.32% among 330,000;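 active = inhibition above about 40% at 20 µM, limit read from the data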;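 note: cells challenged with 10 nM apelin-13 agonist together with compound; plate controls were apelin-13 plus DMSO wells for no effect and DMSO wells lacking apelin-13 for full effect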
# tim10-1 inh: inhibits growth of tim10-1 mutant yeast. hit rate 2.2% among 330,000. S. cerevisiae tim10-1 ts strain growth, BacTiter-Glo, 24 h. inhibition, % at 20 µM;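 active = inhibition of at least 40%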;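 note: mutant grown at 25 °C; 0% = DMSO wells with yeast and 100% = wells holding no yeast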
# TIM10 inh: inhibits growth of TIM10 yeast strain; hit rate 1.4% among 330,000; inhibition, % at 10 µM; S. cerevisiae TIM10 strain growth, BacTiter-Glo luminescence, 24 h; AID 463195;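 active = inhibition of 40% or more at the single tested concentration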;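 note: wild-type TIM10 isogenic control strain grown at permissive 25 °C; 0% = DMSO yeast wells and 100% = minimal medium wells without yeast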
# * marks the source's active call; other numbers are inactive results.
SMILES,GRIN3A LBD mod,MIN6 prolif,NALP3 yeast inh,APJ agonist,MPTP inh,tim23-1 inh,APJ antag,tim10-1 inh,TIM10 inh
Cc1c(Cl)cnc(NC(=O)COC(=O)c2cccc(S(=O)(=O)N3c4ccccc4CC3C)c2)c1Cl (stereo not given),-5,-2,7,-2,0.5,27,-11,18,15
Cc1ccc(NC(=O)C2CCN(S(=O)(=O)c3cccc(C(F)(F)F)c3)CC2)nc1,2,-1,24,4,-0.1,14,-67,10,5
Cc1ccc(C(=O)Nc2ccc3c(c2)CCC3)cc1,-32,-5,7,-2,1.3,36,-8,15,31
CCOC(=O)/C=C/c1cnn(-c2ccccc2)c1,-3,0,32,0,-0.6,-5,-1,10,-3
N=c1n(Cc2ccccc2)c2ccccc2n1CC(O)c1ccccc1 (stereo not given),-1,-6,8,-4,1.9,-7,2,8,3
CSc1n[nH]c(N)c1S(=O)(=O)c1ccc(Cl)cc1,-2,-1,25,-5,0.9,8,9,18,-4
COc1ccccc1NC(=O)COc1coc(CN2CCN(c3ccccc3)CC2)cc1=O,0,0,9,-5,0.4,12,-22,3,9
Cn1c(NC(=O)C2CC2)cc(=O)n(C)c1=O,0,0,1,2,-2.4,2,14,-12,-4
CC(=O)Nc1ccc(/C=C(\C#N)C(N)=O)cc1,-2,-2,14,-3,1.6,9,19,0,-2
O=C(O)CC1(CC(=O)Nc2ccc(Cl)cc2C(=O)c2ccccc2)CCCC1,0,-2,-21,-3,1.0,10,25,-3,-5
O=[N+]([O-])c1cccc2ccc(/C=C/c3ccc(Cl)cc3)nc12,21*,0,18,0,-14,1,-4,21,3
CSC1=NCCN1CCOc1ccccc1,-1,1,22,-4,-1.0,6,8,3,-8
COc1cccc(S(=O)(=O)Nc2ccc(C(=O)N3CCN(C(=O)c4ccco4)CC3)cc2)c1,-2,-3,3,-3,-0.8,2,19,0,0
COc1ccc(NC(=O)CSc2nnc(NC(=O)c3ccco3)s2)cc1,5,-4,23,-3,-1.0,-2,13,-5,4
CCCC(C(=O)Nc1nccs1)c1ccccc1 (stereo not given),0,-1,-22,-2,0.6,32,8,15,7
CN(C1=NS(=O)(=O)c2ccccc21)c1ccc(OC(=O)c2ccncc2)cc1,-1,-3,2,-3,-0.1,-6,16,-11,8
Cc1cc(C(=O)CN2C(=O)NC3(CCCCC3)C2=O)c(C)n1-c1ccc2c(c1)OCO2,-2,-4,6,-2,8.8,-3,9,-25,9
COc1ccc(S(=O)(=O)N2CC(C(=O)O)Oc3ccc(CC(=O)O)cc32)cc1 (stereo not given),2,-3,10,3,1.7,7,-7,-6,-12
O=C(NCCCN1CCCC1=O)Nc1ccc(Cl)cc1,-1,-1,11,4,13,18,19,10,-5
COc1cccc(C2/C(=C(/O)c3ccc(C)cc3)C(=O)C(=O)N2Cc2ccco2)c1 (stereo not given),0,3,18,-5,9.1,17,-2,21,-7
Nc1nnnn1/N=C/c1ccccc1O,-1,-3,-11,6,0.3,-16,-4,-6,7
O=C(Cc1ccccc1)Nc1ccccc1Sc1ccccc1,6,-2,4,-1,7.5,-9,3,4,-15
O=C(c1oc(=O)c2ccccc2c1-c1ccccc1)N1CCOCC1,0,-1,16,0,0.3,-4,-3,14,-22
CCCCC(CC)CNC(=O)C(=O)C1C(=O)Nc2ccccc21 (stereo not given),-7,-2,50,-3,0.2,52*,-2,5,1
Cc1ccnc(NC(=O)CC(NC(=O)c2ccccc2Cl)c2ccccc2)c1 (stereo not given),0,4,11,-8,-1.8,-8,11,-4,-9
COCCNC(=O)c1onc(CSc2ccccc2C)c1C(=O)O,1,-1,23,8,-1.0,-9,0,0,-12
CC1CCN(S(=O)(=O)c2cccc(C(=O)N3CCN(c4ccc(F)cc4)CC3)c2)CC1,0,-5,10,-2,-1.1,24,2,22,6
C=C1CCC[C@]2(C)C[C@H]3OC(=O)C(CNC(C)CC)[C@H]3CC12 (stereo not given in full),0,-1,1,-3,1.3,31,16,43*,30
COc1ccc(C2(O)CCN(CC(=O)Nc3nccs3)CC2)c(OC)c1,0,-1,4,-2,-1.3,7,2,-20,-22
COc1ccc(/C=N\NC(=O)c2ccccc2Br)cc1COc1ccccc1,0,-3,11,4,0.0,7,-2,9,4

# An excerpt from above in order of the APJ agonist value, low to high.
Structure | GRIN3A LBD mod | NALP3 yeast inh | APJ agonist | MPTP inh | APJ antag | tim10-1 inh | TIM10 inh
C=C1CCC[C@]2(C)C[C@H]3OC(=O)C(CNC(C)CC)[C@H]3CC12 (stereo not given in full) | 0 | 1 | -3 | 1.3 | 16 | 43* | 30
COc1ccc(C2(O)CCN(CC(=O)Nc3nccs3)CC2)c(OC)c1 | 0 | 4 | -2 | -1.3 | 2 | -20 | -22
COc1ccc(S(=O)(=O)N2CC(C(=O)O)Oc3ccc(CC(=O)O)cc32)cc1 (stereo not given) | 2 | 10 | 3 | 1.7 | -7 | -6 | -12

# Later entries
SMILES,GRIN3A LBD mod,MIN6 prolif,NALP3 yeast inh,APJ agonist,MPTP inh,tim23-1 inh,APJ antag,tim10-1 inh,TIM10 inh
O=C(c1cnn2c(C(F)(F)F)cc(-c3ccc4c(c3)OCO4)nc12)N1CCCCC1,0,2,17,-4,0.8,27,18,16,-13
O=C(NCc1ccco1)c1ccc(CS(=O)(=O)Cc2ccc(F)cc2)o1,-5,0,7,-3,-0.8,4,8,11,0
O=[N+]([O-])c1ccc(NCCCO)c(S(=O)(=O)N2CCOCC2)c1,0,-3,7,-3,1.3,9,-10,4,10
Cc1ccsc1/C=N/NC(=O)Cc1ccc([N+](=O)[O-])cc1,0,-3,12,4,3.2,15,7,8,10
COc1ccc(C(=O)N/C(=C\c2cccc3ccccc23)C(=O)N2CCN(C)CC2)cc1,1,-1,16,-3,-0.9,1,11,4,5
COc1ccccc1Oc1ccnc2cc(Cl)ccc12,-2,-2,-29,-4,-0.1,40,6,28,26
Cc1nn(Cc2c(Cl)cccc2Cl)c(Cl)c1/C=N/NC(=O)c1cccnc1,-5,-2,9,-3,1.2,-23,-2,5,-18
CCCC(=O)C1=C(N2CCCC2)CC(C)(C)C(C(=O)OC)C1=O (stereo not given),-2,-2,11,6,2.2,0,0,-7,9
CCC(Oc1ccc(C)cc1)C(=O)Nc1ccc(S(=O)(=O)Nc2nccs2)cc1 (stereo not given),-8,0,17,4,-0.9,10,5,-13,3
c1ccc(C[C@H]2CN=C(Nc3ccccc3)N2CC2CCCCC2)cc1,0,-4,8,-3,1.0,7,16,14,9
CCCCOC(=O)CSc1nc2c(c(=O)[nH]c(=O)n2C)n1C/C=C(\C)Cl,1,5.4*,14,-2,2.1,-4,6,12,18
CC(=O)N1CCN(Cc2nc3cc(NC(=O)c4cccs4)ccc3n2C)CC1,1,-2,21,-6,-1.6,7,1,-14,-1
CCN(CCCNC(=O)CC(C(=O)N1CCc2ccccc21)n1ccnc1)c1ccccc1 (stereo not given),2,-2,5,-5,-1.8,-6,3,18,8
Cc1noc(C)c1CSCC(=O)N(C)CC(=O)Nc1cccc(F)c1,1,3,2,-6,0.4,7,-8,4,5
CCc1ccc(-c2nc(CSCC(=O)NC3CC3)c(C)o2)cc1,0,6,11,-4,-1.4,13,18,25,2
Cn1c(=N)c(S(=O)(=O)c2ccc(F)cc2)cc2c(=O)n3ccccc3nc21,-1,2,12,-1,0.7,22,18,15,-13
COc1ccc(-c2noc(CCCC(=O)NC3CCCC3)n2)cc1,-3,-4,13,1,1.0,18,1,24,-9
C=CC[C@@H](Cc1ccc(F)cc1)C(=O)OC[C@@H]1CCCN1C(=O)[C@@H](CC=C)CC(=O)N[C@@H](CO)Cc1ccccc1,0,-5,13,0,1.5,35,3,30,8
S=C(NCCC(c1ccccc1)c1ccccc1)Nc1ccc(Cl)cc1,15*,-4,30,-2,93*,27,9,55*,34
Cc1ccc(C)c(NC(=S)N(C)C)c1,-2,-1,15,0,2.3,-11,11,0,-3
O=C(COC(=O)Cc1ccc(Br)cc1)Nc1c(F)c(F)c(F)c(F)c1F,-7,-4,-1,-3,12,6,1,29,23
Cn1c(SCc2ccccc2)nnc1-c1c[nH]c2ccccc12,-9,-5,19,-5,-1.2,20,1,19,4
O=C1CC(N2CCC(O)CC2)C(=O)N1c1ccc(Br)cc1 (stereo not given),0,2,20,-1,-1.1,19,17,25,7
Cc1cccc(C)c1OCC(=O)Nc1ccc2c(c1)OCCO2,-18,-2,21,0,-1.4,30,9,29,-8
COc1ccccc1OCC(=O)N1CCN(C(=O)COc2ccccc2OC)CC1,0,3,8,-3,0.5,0,-1,-4,14
Cc1ccc(N(C(=O)c2csnn2)C(C(=O)NC2CCCCC2)c2ccco2)cc1 (stereo not given),2,0,-8,-5,0.2,13,-2,11,-12
Cc1cccc(C(=O)Oc2ccc(/C=N/NC(=O)Cc3ccc([N+](=O)[O-])cc3)cc2)c1,7,-2,3,5,-2.2,-8,-18,-2,-12
Cc1ccc(C(=O)N2CCN(c3ccc(NC(=S)NC(=O)Cc4ccccc4)cc3)CC2)cc1,0,-6,-12,-3,8.4,31,-9,32,25
Clc1ccc(CSc2nnnn2-c2ccc3c(c2)OCO3)c(Cl)c1,-4,-3,17,-1,1.8,37,15,27,9
O=C1NC2(CCCCC2)C(=O)N1CCS(=O)(=O)Oc1ccccc1,12*,0,10,3,1.8,17,9,12,-12
CCC1C(=O)CC(c2ccc([N+](=O)[O-])cc2)NC1c1ccc([N+](=O)[O-])cc1 (stereo not given),-2,-2,9,-4,5.2,39,4,37,-2
Oc1ccc(Cl)cc1/C=N/c1nc2ccccc2[nH]1,0,-3,6,5,-1.4,30,-22,11,-14
O=C1CC(N2CCN(c3ccccc3)CC2)C(=O)N1c1ccc2c(c1)OCO2 (stereo not given),-2,0,8,0,-0.3,16,-9,0,-4
O=C(NCC1CCCO1)c1cc2n(n1)C(C(F)(F)F)CC(c1ccc(F)cc1)N2 (stereo not given),-1,-4,3,-3,-1.3,14,-10,19,11
COc1ccccc1-n1c(SCC(=O)O)nc2c(sc(=S)n2-c2ccc(C)c(C)c2)c1=O,0,2,15,1,1.5,11,3,16,9
Cc1ccc(-n2ncc3c2CC(C)(C)CC3NC(=O)C2CCOCC2)cc1 (stereo not given),-1,-2,8,4,-1.0,12,3,11,0
COc1ccc(CN2C(=O)CS/C2=N/N=C/c2ccccc2)cc1,-1,-4,25,-4,67*,-6,3,-1,-9
CCOc1ccc(NC(=O)n2ncc3c(C)cccc32)cc1,9,-3,11,-4,-0.2,14,-4,4,-4
Cc1cc(=O)n2nc(N3CCCC(C(=O)NC4CCCCC4C)C3)sc2n1 (stereo not given),-2,0,4,-6,1.9,6,-8,2,12
O=[N+]([O-])c1ccc(N2CCN(Cc3ccccc3)CC2)c(S(=O)(=O)N2CCOCC2)c1,-2,0,15,-3,-0.9,6,-5,17,11
COCCCNS(=O)(=O)c1ccc(C)cc1,-3,1,3,-4,-0.4,13,-31,-5,12
CC(=O)c1ccc(NC(=S)NNC(=O)c2ccncc2)cc1,2,1,20,-1,0.0,5,14,3,17
CCc1ccc(C2C(C(=O)O)c3ccccc3C(=O)N2C)cc1 (stereo not given),2,1,2,-3,0.9,8,9,11,15
CCOC(=O)C1CCCN(C(c2ccccn2)c2c(C)[nH]c3ccccc23)C1 (stereo not given),-1,-1,-10,-5,0.5,8,8,7,5
NNc1nc2c(-c3ccc(F)cc3)nnn2c2ccccc12,-5,-5,9,12,7.3,26,-58,46*,74*

# High-throughput results from PubChem BioAssay.
